Screening results as filed in PubChem BioAssay.
PTHR1 ag = activates the human parathyroid hormone receptor PTHR1; hit rate 0.075% among 410,000; AID 743266; HEK293 GP2 PTHR1 cells, GloSensor cAMP luminescence, 1 h; Potency, µM (series often up to 115 µM), inactives show at the top dose activation, hits mostly activators; also: potency is read from the fitted curve at half-maximal effect; nearly all actives have a fitted effect of over 55% in size; some results filed as inactive show a strong effect at the top dose; inactives centre near -15; many of its hits are not listed in these tables
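HEK-293-derived GP2 cells expressing PTHR1 and a GloSensor cAMP reporter, 3,000/well, plated overnight, given luciferin plus IBMX (each 0.5 mM as added) for 1 h at 37 °C, then compound for 1 h at 37 °C. Luminescence was read after 15 min at room temperature.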
GLP1R ag = agonists of human GLP-1 receptor. P43220. HEK293 GLP-1R CRE-luciferase, luminescence, 4-6 h; cells express a hypersensitive GLP-1R form. hit rate 0.007% among 380,000. Potency, µM (top dose mostly 45.6 µM), inactives show top-dose activation, most hits filed as activators. AID 624172; also: potency is read from the fitted curve at half-maximal effect; % of control where 0% means no effect
Target sequence (P43220 whole entry, looked up): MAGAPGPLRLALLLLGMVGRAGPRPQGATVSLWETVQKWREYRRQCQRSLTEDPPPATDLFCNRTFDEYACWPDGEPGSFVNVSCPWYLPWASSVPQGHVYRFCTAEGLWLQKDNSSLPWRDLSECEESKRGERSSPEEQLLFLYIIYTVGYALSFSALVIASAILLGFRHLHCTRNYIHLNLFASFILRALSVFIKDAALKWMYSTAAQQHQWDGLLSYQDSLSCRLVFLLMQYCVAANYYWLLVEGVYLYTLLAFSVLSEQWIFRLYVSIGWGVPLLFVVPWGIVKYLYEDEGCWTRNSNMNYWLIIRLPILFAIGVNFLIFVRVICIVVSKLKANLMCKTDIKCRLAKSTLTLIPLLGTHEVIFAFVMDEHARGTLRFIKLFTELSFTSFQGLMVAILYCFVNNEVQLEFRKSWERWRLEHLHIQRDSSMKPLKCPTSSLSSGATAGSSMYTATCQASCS
GLP-1R inv ag = acts as inverse agonist at human GLP-1 receptor. P43220. HEK293 GLP-1R CRE-luciferase, luminescence, 24 h; GLP-1R form is constitutively active. Potency, µM (doses to about 38.3 µM), for inactives: at the top dose activity change, negative = inhibition, usual class: inhibitors. hit rate 1.6% among 410,000. AID 624417; also: potency is read from the fitted curve at half-maximal effect; % is scaled to controls: 0 for no effect and ±100 for the full control effect; nearly all actives have a fitted effect of over 55% in size
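Constitutively active GLP-1R drives a cAMP-responsive luciferase in stably transfected HEK293 cells; test compounds are added after overnight (12 h) attachment and left 24 hr, and signal loss in luminescence marks inhibition.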
DRD3 antagonist = blocks the human D3 dopamine receptor; hit rate 2.5% among 360,000; P35462; AID 652054; max response, negative = inhibition, %; D3R cells, DiscoveRx beta-arrestin luminescence, antagonist mode; active compounds read low; in the data active = max response below about -50%; inconclusive = no clear call, values can overlap the other calls; also: % is scaled to controls: 0 for no effect and ±100 for the full control effect; mostly tested at two doses, the higher about 12 µM
Target sequence (P35462 whole entry, looked up): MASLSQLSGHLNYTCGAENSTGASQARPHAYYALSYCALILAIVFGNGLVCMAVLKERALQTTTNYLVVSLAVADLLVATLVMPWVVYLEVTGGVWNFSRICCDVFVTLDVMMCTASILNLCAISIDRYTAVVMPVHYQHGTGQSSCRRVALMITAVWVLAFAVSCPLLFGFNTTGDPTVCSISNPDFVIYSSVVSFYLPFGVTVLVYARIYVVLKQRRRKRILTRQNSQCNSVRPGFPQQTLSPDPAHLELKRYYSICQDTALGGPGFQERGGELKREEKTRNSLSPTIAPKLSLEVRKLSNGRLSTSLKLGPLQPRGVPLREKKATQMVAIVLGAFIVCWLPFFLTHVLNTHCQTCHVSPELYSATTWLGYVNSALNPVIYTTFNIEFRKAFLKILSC
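Cells plated overnight at 1500 cells/well, then exposed to library compounds with dopamine controls for 90 minutes at 37 degrees C. DiscoveRx reagent added for 30–60 minutes at room temperature; luminescence read, quantitative HTS format.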
KB-V1 cytotox = kills drug-selected multidrug resistant KB-V1 cells; Potency, µM (series often up to 46.1 µM), inactives show top-dose activity change, negative = cytotoxicity, usual class: cytotoxic; hit rate 3.4% among 400,000; AID 1347076; KB-V1 MDR cells viability, CellTiter-Glo, 72 h; also: potency is read from the fitted curve at half-maximal effect; % is scaled to controls: 0 for no effect and ±100 for the full control effect; nearly all actives have a fitted effect of over 60% in size
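KB-V1 cells (P-gp-expressing MDR subline of KB-3-1) in phenol-red-free DMEM with 10% FBS were exposed to library compounds over a concentration series for 72 h at 37 degrees C. Viability read by CellTiter-Glo luminescence; concentration-effect curves fitted after normalization.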
DRD3 agonist = D3 dopamine receptor (human) agonism; P35462; D3R DiscoveRx beta-arrestin cells, luminescence, 90 min; max activation, %; hit rate 0.58% among 410,000; AID 652048; in the data active = max activation above about 30%; also: 0% is about no effect; mostly tested at two doses, the higher about 12 µM
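Agonist-mode cell screen: cells plated at 1500/well and incubated overnight at 37 °C, then exposed to library compounds for 90 min at 37 °C. Detection reagent was added for 30–60 min at room temperature, and luminescence was read.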
TDP-43 yeast inh = TDP-43 toxicity inhibition in yeast. TDP-43 expressing yeast growth rescue, BacTiter-Glo, 24 h. Potency, µM (highest dose often 46.1 µM), for the others: at the top dose growth rescue (activation), most hits filed as activators. hit rate 1.8% among 410,000. AID 652104; also: potency is read from the fitted curve at half-maximal effect; % of control where 0% means no effect; nearly all actives have a fitted effect of over 50% in size
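Galactose-induced TDP-43 yeast, OD600=0.02, compound pinned; 24 hr, 30 deg C; BacTiter-Glo luminescence for growth. Inhibitors of TDP-43 toxicity read as activators.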
GLP1R cytotox = cytotoxicity counter-screen for GLP-1 receptor inverse agonists | Potency, µM (series often up to 38.3 µM), without a hit: at the top dose activity change, negative = inhibition, hits mostly inhibitors | hit rate 0.13% among 410,000 | AID 624418 | HEK293 cAMP-luciferase reporter cells, luminescence, 24 h;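 also: loss of luciferase light is scored as toxicity; potency is read from the fitted curve at half-maximal effect; % is scaled to controls: 0 for no effect and ±100 for the full control effect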
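Quantitative HTS format, 1536 wells, 200 cells/uL seeded. Compounds: 23 nL, 24 h, 37 °C. Detection: luciferase reagent, luminescence at 12 min RT; decreased signal taken as cytotoxic.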
aSyn yeast inh = rescues yeast growth from alpha-synuclein toxicity; Yeast expressing alpha-synuclein, growth rescue, BacTiter-Glo, 24 h; Potency, µM (highest dose often 46.1 µM), inactives show top-dose growth rescue (activation), usual class: activators; hit rate 0.14% among 370,000; AID 652106; also: potency is read from the fitted curve at half-maximal effect; % of control where 0% means no effect; nearly all actives have a fitted effect of over 65% in size
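Rescue of yeast growth: cells expressing toxic alpha-synuclein, induced in galactose at OD600 0.02, incubated with compound 24 h at 30 C. ATP luminescence quantified growth; inhibitors of toxicity appear as activators.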
The depositor's hits bear a star; i = inactive; ? = inconclusive; · = not tested or not shown; & = joins results of further samples; [ ] = another dose, or the depositor's remark. Unless noted, calls follow the shape of the dose curve; as a rule, active = well fitted curve in the direction sought with a large enough effect; inconclusive = small, poorly fitted or top-dose-only effect, or another doubt; inactive = no such curve, though single readings can be large; an effect the other way counts as inactive or inconclusive.

1) COc1ccc(Cc2c(C(C)(C)C)nc3c(C)cc(Br)cn23)c(C)c1
2) CC1CCCCN1C(=O)CCS(=O)(=O)Cc1ccccc1 (stereo not drawn)
3) COc1ccc(C(=O)OCC(=O)Nc2ccc(N3CCOCC3)cc2)cc1OC
4) O=C(CSc1ccccn1)N1CCN(c2ccccc2)CC1
5) S=C(Nc1ccc2c(c1)OCO2)NC1CCN(Cc2ccccc2)CC1
6) CCOC(=O)c1sc(NC(=O)CSCc2c(C)noc2C)nc1C

assay / entry,1,2,3,4,5,6
PTHR1 ag,-11%,i,-3%,-11%,i,-11%
GLP1R ag,-3%,10%,-5%,8%,-11%,21%
GLP-1R inv ag,-2%,1%,22%,14%,-9%,-12%
DRD3 antagonist,5,2,11,-8,-65*,5
KB-V1 cytotox,7%,28%,-17%,-5%,?,?
DRD3 agonist,6,0,-8,-19,-59,1
TDP-43 yeast inh,1%,-8%,8%,-14%,22%,11%
GLP1R cytotox,-7%,16%,-14%,16%,-4%,-3%
aSyn yeast inh,6%,2%,1%[1.84 µM],3%,0%,-1%[1.84 µM]

7) Cc1oc(/N=C/c2ccc(O)cc2O)c(C#N)c1C
8) CCCCn1c(N)c(N(CCC(C)C)C(=O)Cc2ccc(S(=O)(=O)N3CCOCC3)s2)c(=O)[nH]c1=O
9) COc1cccc2cc(-c3csc(-c4ccc(Cl)cc4)n3)c(=O)oc12
10) O=C1CCN(CCCN2CCC(=O)NC2=S)C(=S)N1
11) Cn1cnnc1SCC(=O)Nc1ccc(C#N)cc1
12) Clc1cccc(Cn2ncc3ccccc32)c1

assay / entry,7,8,9,10,11,12
PTHR1 ag,i,-23%,-15%,i,?,-20%
GLP1R ag,0%,-3%,·,1%,·,5%
GLP-1R inv ag,-16%,13%,15%,-9%,13%,?
DRD3 antagonist,5,-14,·,15,·,?
KB-V1 cytotox,5%,-11%,26%,16%,13%,0%
DRD3 agonist,7,-6,5,2,0,-2
TDP-43 yeast inh,0%,-12%,9%[9.22 µM],16%,19%,17%
GLP1R cytotox,8%,1%,0%,5%,1%,28%
aSyn yeast inh,8%,-1%,·,3%,·,13%

13) CC(C)CC(NC(=O)C(CC(C)C)NC(=O)C(Cc1ccc(OCc2ccccc2)cc1)NC(=O)OC(C)(C)C)C(N)=O (stereo not drawn)
14) CC(=O)CSc1nnc2[nH]c(=O)cc(N)n12
15) COc1ccccc1NS(=O)(=O)c1cccc(NC(=O)c2cc3ccccc3oc2=O)c1
16) O=c1c2ccccc2nc(SCc2ccncc2)n1CC1CCCO1 (stereo not drawn)
17) CSc1ccc(CCNC(=O)c2ccc(-n3c(C)cc4c3CCCC4)cc2)cc1
18) Cc1nn(CC(=O)OCC(=O)Nc2ccccc2[N+](=O)[O-])c(C)c1[N+](=O)[O-]

assay / entry,13,14,15,16,17,18
PTHR1 ag,i,i,-17%,-3%,i,i
GLP1R ag,6%,·,0%,9%,·,-5%
GLP-1R inv ag,-19%,4%,2%,7%,-10%,0%
DRD3 antagonist,-21,·,4,4,·,20
KB-V1 cytotox,?,?,1%,?,·,?
DRD3 agonist,-1,5,-8,2,-7,0
TDP-43 yeast inh,-21%,11%,-14%,-21%[9.22 µM],12%,15%
GLP1R cytotox,-14%,-5%,-1%,-1%,-20%,-4%
aSyn yeast inh,-5%,·,-3%,1%,·,13%

19) Cc1ccc(-c2cc(C(=O)N3CCOCC3)c3cc(C)ccc3n2)cc1
20) Cn1nnnc1SCCNCc1cccc2ccccc12
21) Cn1cc(S(=O)(=O)NCCc2ccccc2)c(=O)n(C)c1=O
22) N#C/C(=C\c1cccnc1)C(=O)Nc1ccc(C(=O)O)cc1
23) CC(=O)C1=C(C)NC(SCC(=O)Nc2nccs2)=C(C#N)C1c1ccccc1Cl (stereo not drawn)
24) CC(CN(C)Cc1nc(Cc2cccc(C(F)(F)F)c2)no1)CN1CCCC1 (stereo not drawn)

assay / entry,19,20,21,22,23,24
PTHR1 ag,-13%,i,i,-11%,-59%[inhibitor],i
GLP1R ag,14%,-5%,8%,-4%,9%,2%
GLP-1R inv ag,?,0%,-1%,13%,?,?
DRD3 antagonist,3,-18,0,11,2,-18
KB-V1 cytotox,-3%,?,36%,7%,-17%,-25%
DRD3 agonist,1,-18,-5,-2,-4,-17
TDP-43 yeast inh,-14%,0%,-18%,4%,-2%,-7%
GLP1R cytotox,2%,-7%,11%,5%,281%[activator],-4%
aSyn yeast inh,-11%,2%,-1%,5%,-19%,1%

25) C[C@H](CO)N1C[C@H](C)[C@@H](CN(C)Cc2ccc(C(=O)O)cc2)Oc2ccc(NC(=O)Cn3cnnn3)cc2C1=O
26) Cc1cc(=O)c2cc(Cl)ccc2[nH]1
27) Cc1cc(C)nc(NC(=S)NC(=O)c2ccccc2F)n1
28) Cc1cc(C)c(NC(=O)C2CCN(S(C)(=O)=O)CC2)c(C)c1
29) COc1ccc(-c2nnc(NC(=O)c3ccc([N+](=O)[O-])o3)o2)c(OC)c1
30) Cc1noc2ncnc(Sc3c(Cl)cccc3Cl)c12

assay / entry,25,26,27,28,29,30
PTHR1 ag,i,i,i,i,-9%,-16%[57.5 µM]
GLP1R ag,-4%,-3%,12%,5%,-15%,-22%
GLP-1R inv ag,7%,-2%,15%,17%,-13%,0%
DRD3 antagonist,29,-11,3,-13,-17,113
KB-V1 cytotox,17%,?,4%,18%,?,?
DRD3 agonist,8,11,15,-8,-3,1
TDP-43 yeast inh,11%,17%,27%,12%,23%,11%
GLP1R cytotox,14%,-5%,-22%,11%,-26%,4%
aSyn yeast inh,1%,-7%,3%,-5%,12%,-6%

31) Cc1ccc(N(CC(=O)Nc2cccc(Cl)c2C)S(=O)(=O)c2c(C)noc2C)cc1
32) CC(C)c1ccc(/C=N/N2CCCCC2)cc1
33) Cc1ccc(N=C2SC(C(=O)Nc3ccc(OC(F)(F)F)cc3)C(N)=C2C(=O)Nc2c(C)cc(C)cc2C)cc1 (stereo not drawn)
34) C[C@@H]1C[C@H]2[C@@H]3C[C@H](F)C4=CC(=O)C=C[C@]4(C)[C@@]3(Cl)[C@@H](O)C[C@]2(C)[C@H]1C(=O)COC(=O)C(C)(C)C
35) CCOC(=O)c1cc(C(=O)NN)c(C)nc1C
36) O=C(O)CCCN1C(=O)C2C3CC(C2C1=O)C1C(c2ccccc2)c2sc(=O)[nH]c2SC31 (stereo not drawn)

assay / entry,31,32,33,34,35,36
PTHR1 ag,-13%,-80%[inhibitor],-24%,i,-19%,-24%
GLP1R ag,-2%,1%,-4%,-4%,2%,-1%
GLP-1R inv ag,?,2%,2.8µM*,-4%,0%,7%
DRD3 antagonist,·,0,-17,24,?,0
KB-V1 cytotox,-21%,-16%,?,-6%,14%,?
DRD3 agonist,2,-7,13,15&5,-2,-3
TDP-43 yeast inh,0%,-21%,6%,0%,21%,7%
GLP1R cytotox,2%,3%,?,-19%,2%,4%
aSyn yeast inh,·,-4%,2%,-4%,0%,4%

Some of the entries so far, with values under each structure:
Every second line gives: PTHR1 ag | GLP1R ag | GLP-1R inv ag | DRD3 antagonist | KB-V1 cytotox | DRD3 agonist | TDP-43 yeast inh | GLP1R cytotox | aSyn yeast inh
22) N#C/C(=C\c1cccnc1)C(=O)Nc1ccc(C(=O)O)cc1
 : -11% | -4% | 13% | 11 | 7% | -2 | 4% | 5% | 5%
23) CC(=O)C1=C(C)NC(SCC(=O)Nc2nccs2)=C(C#N)C1c1ccccc1Cl (stereo not drawn)
 : -59%[inhibitor] | 9% | ? | 2 | -17% | -4 | -2% | 281%[activator] | -19%
24) CC(CN(C)Cc1nc(Cc2cccc(C(F)(F)F)c2)no1)CN1CCCC1 (stereo not drawn)
 : i | 2% | ? | -18 | -25% | -17 | -7% | -4% | 1%
25) C[C@H](CO)N1C[C@H](C)[C@@H](CN(C)Cc2ccc(C(=O)O)cc2)Oc2ccc(NC(=O)Cn3cnnn3)cc2C1=O
 : i | -4% | 7% | 29 | 17% | 8 | 11% | 14% | 1%

(cont.)
37) CC1=CC(C)[C@H](/C=N/n2c(=O)[nH]c3c([nH]c4ccc(Br)cc43)c2=O)C(C)C1 (stereo partly drawn)
38) Cc1oc(-c2ccc(Cl)cc2)cc1C(=O)N1CCC1(C)C(=O)O (stereo not drawn)
39) CCC(=O)N1CCc2cc(S(=O)(=O)NCCC(=O)Nc3cccc(SC)c3)ccc21
40) COc1cc2c(cc1NC(=S)Nc1cccc(C(F)(F)F)c1)oc1ccccc12
41) NC1=NC(c2cccc(O)c2)n2c(nc3ccccc32)N1 (stereo not drawn)
42) O=C1CCc2cc(S(=O)(=O)NC(C(=O)N3CCN(c4ccccn4)CC3)c3ccccc3)ccc2N1 (stereo not drawn)
43) COc1cccc(OC)c1C(=O)Nc1c(C(=O)N2CCN(c3ccccn3)CC2)oc2ccccc12

assay / entry,37,38,39,40,41,42,43
PTHR1 ag,i,i,-51%[inhibitor],-10%,i,5%,-14%
GLP1R ag,1%,-6%,·,-7%,0%,-7%,-9%
GLP-1R inv ag,8%,11%,1%,?,0%,3%,-4%
DRD3 antagonist,-67*,-24,·,3,-22,-4,12
KB-V1 cytotox,?,2%,16%,?,5%,3%,-10%
DRD3 agonist,4,-7,7,3,-7,-4,-10
TDP-43 yeast inh,12%,?,14%,12%,0%,-3%,4%
GLP1R cytotox,0%,5%,-7%,-29%,-8%,-1%,-22%
aSyn yeast inh,1%,16%,·,-24%,-1%,-6%,-4%

A portion of the library; the hit share may differ from the screen's.
